F508del corr: F508del CFTR correction, initial screen, CFBE line, single point | CFBE cells, YFP halide quenching; stimulated with forskolin plus potentiator P3; % fluorescence drop versus neutral controls | activity (quench increase), % at 7.58 µM | 350,000 compounds, 0.36% hits | AID 720511, 2013;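 active = mean added fluorescence quench of at least 8% versus neutral control, with both replicates also reaching 8%; inconclusive = only one of the mean or replicate conditions met; inactive = mean below 8% and not both replicates reaching 8%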;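 note: cells transiently co-express mutant CFTR-F508del with the halide-sensitive YFP; corrector assay measuring rescue of mutant channel to the surface after 24 h compound exposure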
PAX8 reporter: inhibitors of PAX8-driven TPO luciferase reporter, primary screen, RMG-I cells, single concentration; 360,000 compounds, 1.2% hits; AID 652154, 2013; inhibition, % at 12.6 µM; SteadyGlo, 24 h;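 active = mean replicate inhibition at least 60% with every replicate also reaching 60%; inconclusive = only one of the two criteria is met; inactive = mean below 60% and not all replicates reaching 60%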;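 note: luciferase light reporting Pax8 driven TPO promoter activity; plate controls were median of neutral control wells for no effect and mitoxantrone controls for full effect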
EWS-Fli block: EWS/Fli-driven NR0B1 reporter inhibitors, primary screen, A673 cells, NR0B1 luciferase, luminescence, MLPCN library. viability-normalised. inhibition, % at 12.6 µM. 350,000 compounds, 0.67% hits. AID 651661, 2012;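 active = mean inhibition of at least 50% after viability correction, with every replicate also passing that limit; inconclusive = mean reaches 50% but only one of two replicates passes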;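 note: firefly luciferase signal divided by Alamar Blue viability fluorescence both relative to DMSO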
DENV2 CPE: inhibitors of DENV2 cytopathic effect, primary screen, cell-based, plate reader, single concentration; CPE inhibition, % at 9.99 µM; DENV2-infected cells, cytopathic effect rescue; 350,000 compounds, 1.7% hits; in the data active = CPE inhibition above about 20%, passing the limit was not always enough; inconclusive = no clear call, values can overlap the other calls; tested in BHK-21 cells;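 note: 0% = median of neutral control wells and 100% = median of positive control wells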
ARNT TACC3 PPI: disruptors of ARNT/TACC3 protein interaction, primary screen, biochemical, AlphaScreen, single concentration. inhibition, % at 9.99 µM. 390,000 compounds, 0.66% hits. AlphaScreen His-ARNT PAS-B/GST-TACC3 binding, luminescence; TACC3 fragment carries E629A point mutation. Transforming acidic coiled-coil-containing protein 3 (Homo sapiens), Q9Y6A5;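 active = mean inhibition of replicates at least 50% and at least half of replicates each reaching 50%; inconclusive = half or more replicates reach 50% but mean below 50%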;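 note: 0% = complete ARNT plus TACC3 wells and 100% = ARNT alone without TACC3; many hits fall short of the cut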
INS-1E GSIS act: GLuc luminescence reporter in INS-1E cells, primary screen for activators of glucose-dependent secretion of insulin. 370,000 compounds, 0.61% hits. activation, % at 16.6 µM. AID 743287, 2014. INS-1E GLuc reporter insulin secretion, 2-3 h;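 active = lowest replicate activation of at least 40%, so every replicate reaches that level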;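 note: 0% = median of neutral control wells and 100% = median of IBMX positive control wells; some compounds called inactive have numbers as strong as hits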
ERp5 block: inhibitors of ERp5-driven insulin aggregation, primary screen, biochemical, turbidity, absorbance 650 nm, single point; Protein disulfide-isomerase A6 (Homo sapiens), Q15084; 90 min; inhibition, % at 9.99 µM; 350,000 compounds, 0.05% hits;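 active = mean replicate inhibition above about 25%, with every replicate also reaching it, limit read from the data, passing the limit was not always enough; inconclusive = only one of those two criteria met; inactive = neither criterion met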
Target sequence (Q15084 whole entry, looked up): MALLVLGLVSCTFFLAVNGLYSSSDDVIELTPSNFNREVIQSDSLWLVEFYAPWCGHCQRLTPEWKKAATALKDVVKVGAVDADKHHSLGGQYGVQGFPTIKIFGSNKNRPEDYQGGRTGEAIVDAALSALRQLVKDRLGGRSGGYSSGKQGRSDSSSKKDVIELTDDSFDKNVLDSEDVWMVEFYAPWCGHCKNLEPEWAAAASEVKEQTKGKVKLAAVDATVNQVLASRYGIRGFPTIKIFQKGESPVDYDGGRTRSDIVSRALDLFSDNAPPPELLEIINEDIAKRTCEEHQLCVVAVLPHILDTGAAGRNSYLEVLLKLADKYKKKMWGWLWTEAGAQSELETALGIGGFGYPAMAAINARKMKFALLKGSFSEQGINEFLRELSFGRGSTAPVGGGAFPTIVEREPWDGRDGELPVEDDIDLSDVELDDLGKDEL
XiGFP reactiv: activators of inactive X chromosome reactivation, primary screen, imaging, XiGFP fibroblasts, GFP high-content imaging, set 2; activation, % at 7.58 µM; XiGFP mouse fibroblasts, % GFP-positive cells imaging, 3 d; cells co-treated with 5-aza-dC sensitizer; scaled so ellipticine positive control = 100%; 360,000 compounds, 0.055% hits;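 active = mean normalized replicate activation at least 10% and every replicate at or above 10%; inconclusive = only one of the two criteria met; inactive = mean below 10% and not all replicates reach 10%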;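 note: 0% = median of on-plate neutral control wells and 100% = ellipticine 6 µM median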
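Material: XiGFP fibroblasts, SV40-immortalized; Buffer or medium: DMEM containing 5-aza-dC; Compound dosing: single point; Times: 3 days compound exposure.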
Active calls of the source: *; ? = inconclusive; . = not tested or not shown; & = joins results of further samples.

SMILES	F508del corr	PAX8 reporter	EWS-Fli block	DENV2 CPE	ARNT TACC3 PPI	INS-1E GSIS act	ERp5 block	XiGFP reactiv
COc1cc(C=O)ccc1OCC(=O)NC(C)(C)C	0.0	-21	-10	2	-4	-5	-6	0.1
Cc1cccc(NC(=O)c2nc[nH]c2C(=O)N[C@@H](CC(C)C)C(=O)OC(C)(C)C)c1	2.6	9	14	11	16	.	-5	0.0
Cc1cccc(C(=O)N(c2ccccn2)C(C)c2ccco2)c1 (stereo not drawn)	-0.7	-24	13	-2	3	9	2	0.1
CCCNC(=O)N1CCC2(CC1)CN(C(=O)COC)[C@H](CO)c1[nH]c3cc(OC)ccc3c12	1.9	.	2	28*	.	4	2	0.1
CC(C)OC1=CC(=O)OC(c2cccc(Cl)c2)C1 (stereo not drawn)	0.4	6	-4	31*	.	24	0	-0.1
C[C@@H]1CCCCO[C@@H](CN(C)Cc2ccc(Cl)c(Cl)c2)[C@@H](C)CN([C@H](C)CO)C(=O)c2cc(NC(=O)Nc3ccc(F)cc3)ccc2O1	0.3	48	2	-2	9	1	12	0.3
COCC(=O)Nc1ccc2c(c1)OC[C@@H](C)N(C(=O)COC)C[C@@H](C)[C@@H](OC)CN(C)C2=O	-2.3	11	-4	0	-21	-7	-6	-0.5
CCCC(=O)Nc1ccc2c(c1)C(=O)N(C)[C@@H]1CC[C@@H](CC(=O)NCCc3ccncc3)O[C@H]1CO2	2.0	-10	-1	-11	-2	10	0	0.3
CO[C@@H](CN(C)C(=O)c1ccccc1F)[C@@H](C)CN([C@H](C)CO)S(=O)(=O)c1ccc(Cl)cc1	2.1	.	-4	3	2	7	1	0.0
CC(C)CNC(=O)C(=O)NN=C1CCCCCC1	.	-11	.	.	-1	16	.	0.2
O=C(NCC1CCCO1)/C(=C\c1ccccc1F)NC(=O)c1ccccc1 (stereo not drawn)	0.1	-3	10	-3	0	-2	1	0.0
CN(Cc1ccc(F)cc1)S(=O)(=O)c1nnc(NC(=O)c2ccccc2)s1	3.1	-6	.	1	-3	28	-5	0.0
C[C@@H]1CCCCO[C@H](CN(C)C(=O)CCCN(C)C)[C@H](C)CN([C@@H](C)CO)C(=O)c2cc(NC(=O)Nc3ccccc3)ccc2O1	-0.8	3	-10	-6	1	6	-1	0.1
CC(C)NC(=O)Nc1ccc2c(c1)CC(=O)N([C@@H](C)CO)C[C@H](C)[C@H](CN(C)Cc1ccc(Cl)c(Cl)c1)O2	-1.9	7	.	-13	0	-9	5	-0.1
CCN1C(=O)[C@H]2[C@@H](c3ccc(Cl)cc3)N3C(=O)CN(CCOC)C(=O)[C@@]3(C)[C@H]2C1=O	-6.4	-24	8	-8	33	5	2	0.1
O=C(O)/C=C/C(=O)N1CCN(Cc2ccc3c(c2)OCO3)CC1	2.4	-11	7	19	6	10	-1	0.1
COc1ccc(CCOC2OC(CO)C(OC(=O)/C=C/c3ccc(O)c(OC)c3)C(O[C@H]3O[C@@H](C)[C@H](O)[C@@H](O)[C@H]3O)C2O)cc1O (stereo partly drawn)	-4.4	.	1	-8	1	1	-4	.
CCNc1nc(NCC)n2c(SCC(=O)N3CC4(C)CC3CC(C)(C)C4)nnc2n1 (stereo not drawn)	.	21	.	.	-11	8	.	-0.1
N#CC1(NC(=O)COC(=O)Cn2[nH]c(=O)c3ccccc3c2=O)CCCCC1	0.6	-5	-3	4	-3	14	4	0.1
CCOC(=O)C(C)Sc1nnc(NC(=O)c2cccc([N+](=O)[O-])c2C)s1 (stereo not drawn)	.	-12	.	.	3	-18	.	0.5
Cc1csc(SCC(=O)NC(=O)NC(C)C)n1	0.4	1	5	1	1	10	0	0.3
C[C@@H]1CN([C@H](C)CO)C(=O)Cc2cc(NC(=O)Cn3cnnn3)ccc2O[C@H]1CN(C)Cc1ccccc1	2.1	-6	-4	15	10	4	2	0.5
FC(F)Oc1ccc(/C=N/n2c(Cc3ccc(Br)cc3)n[nH]c2=S)cc1	1.7	9	26	1	14	6	1	0.1
O=c1cc(/C=C/c2cccs2)[nH]c2ccccc12	3.5	.	8	.	-4	-27	-1	.
CN1CCN(C(=O)C[C@H]2CC[C@@H]3[C@H](COC[C@H](O)CN3C(=O)C3CCCC3)O2)CC1	-5.3	4	5	-2	-5	13	-10	0.1
CN(C)C(=O)c1ccc(-c2cccc(-c3nc(C(=O)NC4CCCC4)cc4c3[C@@H](CCO)N([S@](=O)C(C)(C)C)C4)c2)cc1	-6.5	9	12	-1	-4	-10	1	-0.1
COc1ccc(NC(=O)N(C)C[C@@H]2Oc3ncc(-c4ccc(C#N)cc4)cc3C(=O)N([C@H](C)CO)C[C@H]2C)cc1	0.8	.	-14	3	-13	10	-3	-0.2
Cc1ccccc1S(=O)(=O)N(C)C[C@H]1OCc2cnnn2CCCC(=O)N([C@H](C)CO)C[C@@H]1C	-0.1&-1.7&2.0	1&7&-6	4&-4&-5	-1&9	-6	26&0	2&1	0.2&0.3
OCCNCCOc1ccc(Cl)c(Cl)c1	-0.6	7	16	-13	-4	-1	7	-0.1
C=CCn1c(=S)[nH]c2cc(C(=O)NCCc3ccc(S(N)(=O)=O)cc3)ccc2c1=O	0.5	5	3	1	-6	3	1	0.0
COc1cc(OC)cc(C(=O)NNC(=O)CCc2ccccc2)c1	-0.5	15	10	-2	-6	.	4	0.0
CC(C)NC(=O)C1CCCN(S(=O)(=O)c2cccc3nonc23)C1 (stereo not drawn)	-2.7	-6	0	-2	.	5	-17	0.4
Cc1ccc2nc(Cl)c(C3CC(c4ccco4)=NN3C(=O)CCCC(=O)O)cc2c1 (stereo not drawn)	0.9	14	-2	3	-8	11	-9	0.0
COc1ccc(NC(=O)N(C)C[C@@H]2Oc3c(NC(=O)Nc4ccc(F)cc4)cccc3C(=O)N([C@@H](C)CO)C[C@H]2C)cc1	-2.1	.	-1	34*	27	-7	1	-0.4
OCCC1CN(Cc2ccccn2)CCN1C1CCCC1 (stereo not drawn)	2.2	3	5	.	3	-5	-2	0.1
CCNC(=O)[C@H]1[C@H](CO)[C@H]2Cn3c(ccc(-c4cccc(F)c4)c3=O)[C@H]2N1C(C)=O	1.4	.	-8	-8	.	15	9	0.2
N#Cc1nc(-c2ccccc2F)oc1N1CCCCC1	-5.5	-5	-10	-1	21	8	4	-0.1
CCCN1C[C@H](C)[C@H](OC)CN(C)C(=O)c2ccc(NC(=O)C3CCC3)cc2OC[C@H]1C	1.0	.	0	16	4	7	-8	3.3
CS(=O)(=O)N1CCN(c2ccc(NC(=O)c3ccccc3)cc2)CC1	1.7	-45	-62	4	-6	.	1	0.8
CCOc1ccc(N2C(=O)c3ccccc3C2O)cc1 (stereo not drawn)	0.8	-156	-66	1	-2	9	5	0.2
COc1ccc(C#Cc2ccc([C@@H]3[C@H](CO)N4C(=O)CN(C(C)=O)C[C@@H]34)cc2)cc1	3.9	-10	-3	9	.	1	-3	0.3
COc1ccc(N=C2C(=O)N3CCCc4cccc2c43)cc1	12*	-9	0	16	0	-11	22	0.0
CN1C(=O)c2cc(NC(=O)c3ccccc3)ccc2OC[C@H]2O[C@@H](CC(=O)NCC3CC3)CC[C@@H]21	-1.0	0	-6	-3	12	0	1	0.3
O=C(Cc1cccc2ccccc12)Nc1ccccc1Br	-2.9	18	8	-4	0	0	2	0.0
COc1ccc(-c2cnc3c(c2)C(=O)N([C@@H](C)CO)C[C@@H](C)[C@@H](CN(C)Cc2ccccn2)O3)cc1	1.0	.	-6	8	-3	-4	6	0.6
Cc1cc(NC(=O)Cc2ccc(Br)cc2)no1	-0.1	-11	-2	0	6	8	1	0.0
Cc1ccc(C)c2[nH]c(=O)c(CCNC(=O)CC(C)(C)C)cc12	0.1	-6	-12	0	9	-7	2	-0.1
CO[C@H]1CN(C)C(=O)c2cc(NC(=O)c3cccc(Oc4ccccc4)c3)ccc2OC[C@H](C)NC[C@@H]1C	2.2	.	16	.	.	1	.	0.7
Cc1cc(=O)oc2cc(NS(=O)(=O)c3ccc(F)cc3)ccc12	0.9	22	-4	3	-6	-13	5	-0.1
O=C(CCCN1C(=O)/C(=C/c2ccccc2Cl)SC1=S)NNC(=O)c1ccccc1Cl	.	12	66*	0	-2	-1	-2	-0.1
C[C@@H]1CCCCO[C@H](CN(C)C(=O)c2ccccc2)[C@@H](C)CN([C@H](C)CO)C(=O)c2cc(NS(=O)(=O)c3cn(C)cn3)ccc2O1	-2.7	-9	-10	8	-5	19	-6	0.2
O=C(NC1CCC(=O)N(CCOc2ccccc2)CC1)OCc1ccccc1 (stereo not drawn)	-1.9	-8	4	0	-2	-8	-5	0.0
Oc1ccccc1N1CCN(c2ncnc3scc(-c4ccccc4)c23)CC1	0.2	17	5	-2	3	22	1	0.1
COc1cccc(Nc2nc3ccccc3n3cnnc23)c1	0.0	-44	-22	4	2	1	-1	0.0
O=C(CSc1nc(C2CCCCC2)nc2ccccc12)NCc1ccco1	-4.0	21	-11	0	-12	3	14	0.0
O=C(N[C@@H]1CC[C@H](CC(=O)N2CCCCC2)O[C@@H]1CO)c1cccc(F)c1	0.5	-7	7	10	0	-1	-2	1.3
CN(c1nc2ccccc2n2c(C3CC3)nnc12)S(=O)(=O)c1ccccc1	0.3	2	-8	19	1	24	-3	-0.1
CC(=O)Nc1ccc(/C(C)=N/NS(=O)(=O)c2ccccc2)cc1	.	-10	.	.	-12	-17	.	0.1
CNC[C@H]1Oc2ccc(NC(=O)CCN3CCOCC3)cc2CC(=O)N([C@@H](C)CO)C[C@H]1C	-1.6	9	-6	?	.	1	1	-0.2
O=S(=O)(c1cccs1)N1CCCCN2[C@H](C1)[C@H](c1ccc(Br)cc1)[C@@H]2CO	-0.5	19	3	-9	0	-12	1	0.1

Next section.
SMILES	F508del corr	PAX8 reporter	EWS-Fli block	DENV2 CPE	ARNT TACC3 PPI	INS-1E GSIS act	ERp5 block	XiGFP reactiv
C=CCN(c1ccccc1OC)S(=O)(=O)c1cccc(C(=O)NC2=NCCS2)c1	1.7	2	-12	2	3	-6	4	0.1
COc1ccc(-c2nc(=S)c3c(n2Cc2cccnc2)CC(C)(C)OC3)cc1	2.3	10	4	-3	0	.	-8	0.0
Cc1ccnc(NC(=S)N2CCN(c3cccc(C(F)(F)F)c3)CC2)c1	1.3	27	39	-2	9	2	?	0.3
Cc1ccccc1C(=O)N1CC(=O)Nc2ccc(F)cc2C1c1ccc(F)cc1 (stereo not drawn)	7.7	-15	14	19	4	-10	3	0.0
CN(C)c1ccc(CNC(=O)c2ccc(CNc3c(N4CCCCC4)c(=O)c3=O)cc2)cc1	-0.7	-10	-7	13	4	0	7	0.3
O=S(=O)(c1ccc(-c2ccccn2)s1)N1CCC2(CC1)OCCO2	-1.4	-19	9	6	.	-8	-2	0.1

Limited to ERp5 block (2 entries from above):
SMILES | ERp5 block
CN1CCN(C(=O)C[C@H]2CC[C@@H]3[C@H](COC[C@H](O)CN3C(=O)C3CCCC3)O2)CC1 | -10
CN(C)C(=O)c1ccc(-c2cccc(-c3nc(C(=O)NC4CCCC4)cc4c3[C@@H](CCO)N([S@](=O)C(C)(C)C)C4)c2)cc1 | 1
